TIM10 inh: inhibits growth of TIM10 yeast strain. 330,000 tested, 1.4% active. inhibition, % at 10 µM. S. cerevisiae TIM10 strain growth, BacTiter-Glo luminescence, 24 h. AID 463195;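 active = inhibition of 40% or more at the single tested concentration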;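 note: wild-type TIM10 isogenic control strain grown at permissive 25 °C; 0% = DMSO yeast wells and 100% = minimal medium wells without yeast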
tim10-1 inh: inhibits growth of tim10-1 mutant yeast; AID 463190; inhibition, % at 20 µM; 330,000 tested, 2.2% active; S. cerevisiae tim10-1 ts strain growth, BacTiter-Glo, 24 h;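 active = inhibition of at least 40%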;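 note: mutant grown at 25 °C; 0% = DMSO wells with yeast and 100% = wells holding no yeast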
Jurkat NFkB inh: lowers PMA/ionomycin-induced NF-kB signal in Jurkat cells; PMA/ionomycin-induced NF-kB luciferase reporter, luminescence; inhibition, % at 4 µM; 330,000 tested, 0.53% active; in the data active = inhibition above about 50%
tim23-1 inh: tim23-1 yeast growth inhibition; S. cerevisiae tim23-1 growth, BacTiter-Glo luminescence, 24 h; inhibition, % at 20 µM; 330,000 tested, 1.3% active; AID 463212;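 active = growth inhibition of the mutant yeast at or above 50%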;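 note: temperature-sensitive mutant grown at 25 °C; plate controls were DMSO-treated mutant yeast for no effect and medium wells lacking yeast for full effect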
Mdm2 MdmX PPI: disrupts the human Mdm2-MdmX interaction | SaOS-2 split-luciferase Mdm2/MdmX complementation, luminescence | O15151+Q00987 | inhibition, % at 8 µM | 330,000 tested, 3% active;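 active = inhibition of at least 50% at 8 µM in the primary screen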
Target sequence (O15151 whole entry, looked up): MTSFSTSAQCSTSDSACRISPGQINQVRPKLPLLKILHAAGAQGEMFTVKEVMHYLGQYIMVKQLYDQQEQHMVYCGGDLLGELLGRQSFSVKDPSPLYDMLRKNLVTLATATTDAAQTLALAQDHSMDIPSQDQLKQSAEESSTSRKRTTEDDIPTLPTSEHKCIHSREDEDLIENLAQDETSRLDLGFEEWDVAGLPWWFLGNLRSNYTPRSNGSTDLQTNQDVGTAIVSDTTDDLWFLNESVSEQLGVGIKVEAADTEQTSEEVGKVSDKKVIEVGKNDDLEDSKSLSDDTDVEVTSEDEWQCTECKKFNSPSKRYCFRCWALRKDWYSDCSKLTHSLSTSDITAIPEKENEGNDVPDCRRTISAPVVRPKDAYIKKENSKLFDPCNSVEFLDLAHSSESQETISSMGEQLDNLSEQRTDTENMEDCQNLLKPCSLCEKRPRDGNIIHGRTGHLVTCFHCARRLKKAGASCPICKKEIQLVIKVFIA
Target sequence (Q00987 whole entry, looked up): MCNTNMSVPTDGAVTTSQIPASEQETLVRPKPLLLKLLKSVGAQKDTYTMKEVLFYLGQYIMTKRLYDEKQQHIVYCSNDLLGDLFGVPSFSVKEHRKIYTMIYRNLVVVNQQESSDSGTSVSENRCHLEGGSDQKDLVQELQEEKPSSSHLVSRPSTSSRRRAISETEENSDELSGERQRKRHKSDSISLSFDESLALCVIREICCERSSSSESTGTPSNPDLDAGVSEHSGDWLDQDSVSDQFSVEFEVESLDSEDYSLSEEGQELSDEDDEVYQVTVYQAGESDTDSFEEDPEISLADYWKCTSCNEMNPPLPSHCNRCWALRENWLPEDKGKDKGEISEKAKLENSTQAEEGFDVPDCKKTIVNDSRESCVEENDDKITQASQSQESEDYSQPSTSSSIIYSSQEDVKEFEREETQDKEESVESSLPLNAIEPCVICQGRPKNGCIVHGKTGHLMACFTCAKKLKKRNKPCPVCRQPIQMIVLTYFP
UPR CHOP act: activators of apoptotic arm of unfolded protein response (CHOP); CHO-CHOP luciferase reporter, UPR activation, luminescence; percent of tunicamycin response over DMSO baseline; activation, % at 10 µM; 330,000 tested, 0.34% active;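 active = at 10 µM dose, activation of 40% or more, normalized to positive control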;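 note: 100% = tunicamycin at 10 µg/mL and 0% = DMSO alone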
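Evaluation: % reporter activation, DMSO baseline versus tunicamycin full activation; System: CHO-CHOP luciferase reporter cell line; Input: 500 cells/well; Incubation: 6 h compound treatment, 37 °C; Measured by: Steady-Glo luciferase luminescence; Dosing: one dose, 10 µM in 0.5% DMSO; Buffer or medium: F12 medium, 10% FBS; Benchmarks: positive tunicamycin 10 µg/mL, negative DMSO alone.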
XBP1 UPR activ: activators of adaptive arm of unfolded protein response (XBP1) | CHO-XBP1 luciferase reporter, IRE1-XBP1 UPR activation, luminescence; percent of tunicamycin response, DMSO as zero | activation, % at 20 µM | 330,000 tested, 0.33% active;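 active = versus positive control, 20 µM dose yields 30% or more activation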;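 note: 100% = tunicamycin at 10 µg/mL and 0% = DMSO only wells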
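Test system: CHO-XBP1 luciferase reporter cells | Buffer or medium: Serum-containing F12 medium, 10% FBS | Schedule: 6 h compound exposure at 37 °C, 5% CO2 | Detection: Steady-Glo luciferase glow luminescence, 10 min after reagent addition | Read-out basis: Activation, % of tunicamycin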
697 NFkB inh: inhibitors of the PMA/ionomycin-induced NF-kB reporter in 697 B cells; 330,000 tested, 0.33% active; 697 B-cell NF-kB luciferase reporter, 16 h; inhibition, % at 4 µM; AID 435022; in the data active = inhibition above about 35%
* = called active by the depositor.

Every second line gives: TIM10 inh	tim10-1 inh	Jurkat NFkB inh	tim23-1 inh	Mdm2 MdmX PPI	UPR CHOP act	XBP1 UPR activ	697 NFkB inh
[1] COc1cccc(C(=O)Nc2cnn(C(C)C)c2)c1
  -2	16	-49	4	-23	6.6	2	-56
[2] Cn1c(NC(=O)c2ccc(Cl)cc2)cc(=O)n(C)c1=O
  1	4	-16	-2	9	-1.6	2	-13
[3] COC(=O)C1=C(C)NC(=O)CC1c1ccccc1OC (stereo not drawn)
  8	-2	3	6	17	-0.6	-5	8
[4] O=C1N(c2ccc(Cl)c(Cl)c2)CN(Cc2ccccc2)CN1n1cnnc1
  -2	12	10	-18	10	-0.7	3	19
[5] CC(C)C(=O)N1CCN(S(=O)(=O)c2ccc3ccccc3c2)CC1
  13	9	-17	18	-6	-1.5	-2	-59
[6] CCOc1ccc(NC(=O)CN(C)C(=O)c2ccc(-c3ccc(C(C)=O)cc3)o2)cc1OCC
  11	6	-14	6	-31	1.8	2	-17
[7] Cc1ccc(Cl)c(OCC(=O)Nc2ccccc2N2CCCCC2)c1
  22	14	10	28	17	0.5	0	28
[8] c1ccc(-c2ccc3c(c2)NCCN3)cc1
  8	-4	-12	15	-37	3.4	4	-4
[9] NNC(=O)CNC(=O)c1cccc(Br)c1
  7	-1	13	-4	10	-0.8	0	8
[10] Nc1nc(-c2ccc3ccccc3c2)c(C2(O)C(=O)Nc3c(Br)cc(F)cc32)s1 (stereo not drawn)
  14	11	-6	6	5	-0.5	0	6
[11] O=C(NC1(O)C(=O)c2ccccc2C1=O)c1ccccc1
  -11	30	12	6	13	-3.0	2	4
[12] CC1CC(C)(C)N(C(=O)CSc2ccc(-c3ccc(F)cc3)nn2)c2ccccc21 (stereo not drawn)
  17	29	-4	36	41	-1.5	0	-8
[13] Cc1cc(Cl)ccc1NC(=S)NCc1ccccc1
  35	26	-1	29	-26	3.5	-2	30
[14] COc1cc2nc(SCC(=O)NCc3ccco3)n(Cc3ccc(Cl)cc3)c(=O)c2cc1OC
  2	15	1	21	78*	18	35*	8
[15] OC(CN1CCN(c2cccc(C(F)(F)F)c2)CC1)c1c[nH]c2ccccc12 (stereo not drawn)
  11	-6	4	-14	50	-0.9	-6	11
[16] Cc1cccc(/C=N/NC(=O)c2cc3c(s2)-c2ccccc2CC3)c1
  13	4	4	26	43	2.7	-3	-5
[17] c1nc(N2CCOCC2)c2c3c(sc2n1)CCCC3
  1	5	-16	16	34	-1.5	-2	-45
[18] Cc1ccc(S(=O)(=O)N2CCN(S(C)(=O)=O)CC2)cc1
  -5	8	29	4	3	1.8	-2	18
[19] CC(C)CCNCC(=O)NC(c1ccccc1)c1ccccc1
  -18	-5	10	2	25	-1.0	1	13
[20] C(=N\n1cnnc1)/c1cccs1
  5	-7	4	5	3	-0.8	-1	-11
[21] COc1ccccc1NS(=O)(=O)c1cc2c(cc1C)NC(=O)CO2
  7	5	13	-2	21	1.0	-2	-2
[22] CCN1CCN(C(=O)CCNC(=O)Cn2cnc3ccccc3c2=O)CC1
  -19	-1	-13	-6	-19	-0.3	-4	4
[23] C=C(C)C(=O)N1CC2(CC(c3cccc(NC(=O)/C=C\C=C/C)c3)=NO2)C[C@H]1C(N)=O (stereo partly drawn)
  3	5	-4	-3	-14	-2.6	0	5
[24] Nc1c(C(=O)C2CC2)sc2nc3c(cc12)CCC3
  1	13	-35	16	-107	3.8	4	-44
[25] O=C(CNC(=O)c1ccccc1)OCC(=O)c1ccccc1Cl
  1	-9	-5	-1	7	0.7	-2	-11
[26] CCOc1ccccc1NC(=O)C1CCCN(S(=O)(=O)c2ccc(OC)c(C)c2)C1 (stereo not drawn)
  21	36	-3	44	3	-2.9	-2	12
[27] CCOc1cccc2sc(N(CCCN(C)C)C(=O)c3ccc(S(=O)(=O)N4CCCCCC4)cc3)nc12
  -17	3	4	-10	17	1.2	0	-29
[28] NC(=O)COc1ccccc1
  3	-17	13	-3	23	-0.5	-2	-1
[29] O=C(Oc1cc(=O)oc2c1c(=O)n1c3c(cccc23)CC1)c1ccccc1
  41*	12	2	58*	19	0.0	-3	12
[30] CC1=C(C(=O)Nc2ccccc2)C(c2cccnc2)n2nc(-c3cccnc3)nc2N1 (stereo not drawn)
  10	-2	-5	11	-20	-0.3	-2	-12

Entries above printed as active in XBP1 UPR activ.
no.	mol	TIM10 inh	tim10-1 inh	Jurkat NFkB inh	Mdm2 MdmX PPI	XBP1 UPR activ	697 NFkB inh
14	COc1cc2nc(SCC(=O)NCc3ccco3)n(Cc3ccc(Cl)cc3)c(=O)c2cc1OC	2	15	1	78*	35*	8

(further entries)
Every second line gives: TIM10 inh	tim10-1 inh	Jurkat NFkB inh	tim23-1 inh	Mdm2 MdmX PPI	UPR CHOP act	XBP1 UPR activ	697 NFkB inh
[31] Cc1ccc(NC(=O)CCS(=O)(=O)c2cc3c(cc2Cl)NC(=O)CO3)cc1
  3	-12	-2	-1	13	2.2	1	16
[32] Cc1noc(C)c1C(=O)OC(C(=O)NC1CCCC1)c1ccc(F)cc1 (stereo not drawn)
  28	21	-1	22	12	-0.5	-2	2
[33] Cc1ccc(NC(=O)NCc2nc3ccccc3n2C)cc1
  23	7	-7	14	2	1.5	-3	1
[34] COc1ccccc1-c1nnc(NC(=O)C(C)C)s1
  17	30	-24	23	-5	1.0	4	14
[35] N#C/C(=C(/O)c1ccc(F)cc1)c1nc2ccccc2s1
  8	-14	-12	5	-6	2.3	2	-67
[36] COC(=O)Cn1ncc(N2C3CC(CC(C)(C)C3)C2C)c(Cl)c1=O (stereo not drawn)
  18	20	-4	24	7	0.9	-3	-4
[37] CCCCOc1ccc(C(=O)NCC(=O)NC(C)CCc2ccccc2)cc1 (stereo not drawn)
  3	30	17	18	6	2.4	-2	-3
[38] Cc1ccc2ncnc(NCCC(=O)O)c2c1
  1	9	5	17	-7	0.2	-2	-11
[39] CC1(C)C(=O)CC[C@@]2(C)[C@H]1CC[C@@]1(C)CC3=C(CC[C@@H]12)[C@@]1(C)CCC(=O)C(C)(C)[C@@H]1CC3
  6	3	-6	11	47	-1.9	1	7
[40] O=C(CCN1C(=O)S/C(=C\c2ccccc2)C1=O)NCCCn1ccnc1
  -7	-1	-8	-5	11	-0.5	-3	-32
[41] O=C(Nc1ccc2c(c1)OCCO2)c1cc(F)c(F)cc1Cl
  -6	-9	-70	13	-21	4.3	0	-99
[42] Cc1[nH]c2ccccc2c1CC#N
  5	9	4	10	14	0.5	0	14
[43] Cc1cc(=O)[nH]c(N/N=C/c2ccc3c(c2)OCCO3)n1
  -14	4	-28	0	12	3.6	1	-28
[44] NS(=O)(=O)c1ccc(CCNC(=O)c2ccccc2F)cc1
  -5	8	5	8	24	-2.2	-1	20
[45] Cc1noc(C)c1COc1ccccc1C(=O)N1CCN(c2cccc(C(F)(F)F)c2)CC1
  11	37	55*	28	12	-2.0	-1	-65
[46] Cc1ccccc1C(=O)Nc1cc(S(=O)(=O)N2CCOCC2)ccc1N1CCN(C)CC1
  -4	2	-2	-6	12	-1.1	0	11
[47] COc1cccc(NC(=O)COC(=O)c2ccc(C)c(S(=O)(=O)N3CCCCC3)c2)c1
  -12	6	6	25	-4	-1.3	-1	3
[48] Cc1ccc2nc(-c3ccc(O)cc3)c(Nc3ccc4c(c3)OCCO4)n2c1
  13	10	-13	6	10	2.7	3	-24
[49] Cc1noc(C)c1COc1ccccc1C(=O)NC(C)c1ccc(Cl)cc1 (stereo not drawn)
  -11	23	4	26	-6	-0.6	0	11
[50] CCCOc1ccc(-c2c(C(=O)N/N=C(\C)c3ccco3)nnn2-c2nonc2N)cc1
  -2	2	-9	0	22	-0.3	2	-24
[51] Cc1cccc(C(=O)NNC(=O)Nc2ccccc2)c1
  7	17	8	11	9	0.1	-1	8
[52] COC(=O)c1ccc(N2C(=O)CC(N(C)Cc3ccccc3)C2=O)cc1 (stereo not drawn)
  38	11	9	22	17	1.4	-4	6
[53] COc1cc(C2C(C(=O)Nc3ccc(F)cc3)=C(C)Nc3nc(CCCO)nn32)cc(OC)c1OC (stereo not drawn)
  -1	3	-15	-1	6	-1.6	0	6
[54] CC1CCN(C(=O)CSc2nnc3ccc(-c4cccnc4)nn23)CC1
  5	4	7	8	20	0.4	-3	9
[55] COc1cc(/C=C/C(=O)N(C)CC(=O)Nc2ccccc2Br)cc2c1OCCO2
  8	-6	3	17	-22	-0.2	0	1
[56] CCn1c(=O)cc(OCC(=O)N2CCCC2)c2ccccc21
  -13	-5	-14	4	25	1.5	-1	16
[57] CCc1cccc(C)c1NC(=S)NCc1cccn1C
  4	16	-13	12	19	-0.6	-1	8
[58] CCOc1cccc(C2C(C#N)=C(N)Oc3cc(C)[nH]c(=O)c32)c1OCC (stereo not drawn)
  2	5	3	2	27	-0.1	-2	14
[59] Cc1ccc(S(=O)(=O)N2CCOCC2)cc1C(=O)OCC(=O)N(Cc1ccccc1)C(C)C
  6	8	10	11	7	0.5	-3	1
[60] CS(=O)(=O)N1CCN(CCN2C(=O)c3cccc4cccc(c34)C2=O)CC1
  7	10	-19	7	18	0.7	-4	18
[61] CC(NC(=O)c1ccccc1)c1ccc(Br)cc1 (stereo not drawn)
  -11	5	6	6	-9	-1.1	0	14
[62] COc1ccc(Nc2nc(N)c([N+](=O)[O-])c(N3CCOCC3)n2)cc1
  0	13	-8	11	5	-0.3	1	-3
[63] COc1ccc(C(=O)NCCNC(=O)c2ccc(OC)cc2)cc1
  5	-9	6	0	19	-1.6	-3	3
[64] O=C(Nc1cc(=O)[nH]c2nc(-c3ccccc3)nn12)c1ccc(Cl)cc1
  -18	0	11	17	7	-1.0	-1	26
[65] COc1ccc(/C=N/NC(=O)Cc2n[nH]c(=O)[nH]c2=O)cc1
  1	-2	-1	8	9	0.5	-1	-3
[66] Cc1cc(-c2nn(-c3ccccc3F)cc2CN2CCN(c3ccncc3)CC2)c(C)s1
  2	20	-15	1	31	-0.2	-1	-30

Another view of some results above:
64	O=C(Nc1cc(=O)[nH]c2nc(-c3ccccc3)nn12)c1ccc(Cl)cc1
45	Cc1noc(C)c1COc1ccccc1C(=O)N1CCN(c2cccc(C(F)(F)F)c2)CC1

assay / entry,64,45
TIM10 inh,-18,11
tim10-1 inh,0,37
Jurkat NFkB inh,11,55*
tim23-1 inh,17,28
Mdm2 MdmX PPI,7,12
UPR CHOP act,-1.0,-2.0
XBP1 UPR activ,-1,-1
697 NFkB inh,26,-65

From PubChem BioAssay

No enrichment for hits; any-hit rate near 6.6%.
